# Screening data (PubChem BioAssay)
# ATXN2 expr inh = reduces ATXN2 reporter expression in HEK-293 cells. hit rate 0.72% among 360,000. Potency, µM (highest dose often 57 µM), for the others: top-dose activity change, negative = inhibition, actives largely listed as inhibitors. HEK-293 ATXN2-luciferase reporter, luminescence, 24 h. AID 1745845; further: potency means the concentration at half of the fitted maximal effect; on the % scale 0 is the no-effect control and ±100 the full control effect; nearly all actives have a fitted effect of over 55% in size
#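 ATXN2-luciferase reporter cells (luciferase flanked by upstream and downstream ATXN2 gene portions) were treated 24 h at 37 °C with compounds at up to 57 uM. SteadyGlo luminescence gave expression; GF-AFC fluorescence gave viability.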
# HT1080-NT tox = kills 2HG-producing HT-1080-NT fibrosarcoma cells; Potency, µM (doses to about 46.1 µM), inactives show at the top dose activity, negative = less viability, hits mostly cytotoxic; HT-1080-NT fibrosarcoma viability, CellTiter-Glo ATP luminescence, 48 h; hit rate 1.6% among 360,000;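 further: NT is the 2HG producing partner of a matched IDH1 knockdown line; potency means the concentration at half of the fitted maximal effect; 0% = DMSO-treated cells and -100% = media-only wells without cells; nearly all actives have a fitted effect of over 55% in size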
#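 Fibrosarcoma NT cells, 750 per well in 5% FBS RPMI, were exposed to compound for 48 hours. Viability: CellTiter-Glo luminescence.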
# ATXN viability = cell viability loss in ATXN counter-screen; AID 651635; hit rate 0.49% among 400,000; S2 cells (HEK-293 line with an ATXN2-luciferase reporter) viability, CellTiter-Fluor protease fluorescence, 24 h; Potency, µM (titrated, usually from 56.7 µM), hits mostly cytotoxic; further: potency means the concentration at half of the fitted maximal effect; nearly all actives have a fitted effect of over 40% in size
# HT1080 IDH1KD tx = kills HT-1080 cells with IDH1 knockdown; HT-1080 IDH1 knockdown viability, ATP luminescence, 48 h; Potency, µM (highest dose often 46.1 µM), for the others: at the highest dose activity, negative = toxicity, most hits filed as cytotoxic; hit rate 2% among 360,000; AID 686971;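 further: potency means the concentration at half of the fitted maximal effect; 0% = DMSO wells and -100% = cell-free medium wells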
#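 HT-1080-IDH1KD cells (IDH1 knocked down), 750/well in RPMI with 5% FBS, treated with compound 48 h at 37 degrees C. Viability by CellTiter-Glo luminescence, normalised to DMSO and no-cell wells; concentration-response curves classed.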
# MCF10A rereplic = inducers of DNA re-replication in MCF 10A breast cells; hit rate 2.9% among 350,000; Potency, µM (top dose mostly 46.1 µM), for the others: top-dose activity, positive = re-replication, most hits filed as activators; MCF 10A DNA re-replication, Hoechst nuclear intensity, 48 h; further: potency means the concentration at half of the fitted maximal effect; % of control where 0% means no effect; nearly all actives have a fitted effect of over 50% in size
# SW480 rereplic = DNA re-replication induction in SW480 cells; SW480 DNA re-replication, Hoechst DNA content imaging, 48 h; hit rate 1.8% among 340,000; Potency, µM (highest dose often 46.1 µM), inactives show at the top dose re-replication activation, actives largely listed as activators; AID 624297; further: potency means the concentration at half of the fitted maximal effect; % of control where 0% means no effect; nearly all actives have a fitted effect of over 55% in size
#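 Image-based DNA-content assay: after two days of treatment, nuclei were labelled with the DNA dye Hoechst and imaged, and hits were compounds raising the count of nuclei showing high fluorescence intensity.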
# HepG2 tox = HepG2 cytotoxicity, counter-screen for TGF-b inhibitors | AID 588856 | Potency, µM (titrated, usually from 46.1 µM), for inactives: at the top dose activity change, negative = cytotoxicity, most hits filed as cytotoxic | HepG2 CAGA-GFP viability, ATP luminescence, 18 h | hit rate 0.76% among 410,000; further: potency means the concentration at half of the fitted maximal effect; some results filed as inactive show a strong effect at the top dose
#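 HepG2 CAGA-GFP cells (1000/well, DMEM with 1% FBS) received compound, then TGF-beta at 500 pg/mL final, and were incubated 18 hours at 37 degrees C. Viability was read by CellTiter-Glo luminescence. Media-only wells were set as complete cell-killing and DMSO as no toxicity.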
# IL-1B inflam inh = inflammasome signaling inhibition, IL-1 beta readout; THP-1 LPS/ATP IL-1B secretion, AlphaLISA, 16 h; stronger effect = lower value; hit rate 4.7% among 360,000; activity change, % at 57.5 µM; in the data active means activity change below about -50%; inconclusive means mostly about -30% to -49%; further: on the % scale 0 is the no-effect control and ±100 the full control effect
#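 THP-1 cells pretreated 1 hr with compounds (up to 57.5 uM final), then stimulated with LPS (250 ng/mL final) plus ATP (1.25 mM final); secreted IL-1B measured by AlphaLISA after 16 hr, decreased signal indicating inhibition.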
# KB-3-1 cytotox = kills parental KB-3-1 adenocarcinoma cells; KB-3-1 viability, CellTiter-Glo ATP luminescence, 72 h; Potency, µM (doses to about 46.1 µM), for the others: at the highest dose activity change, negative = cytotoxic, actives largely listed as cytotoxic; hit rate 1.4% among 400,000; AID 1347075; further: potency means the concentration at half of the fitted maximal effect; on the % scale 0 is the no-effect control and ±100 the full control effect; nearly all actives have a fitted effect of over 60% in size
#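 KB-3-1 cells, DMEM (no phenol red) + 10% FBS; compound by pin transfer, 72 h, 37 °C. Readout: CellTiter-Glo luminescence after 10 min. Data normalized, curve-fitted.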
# Active calls of the source: *; i = inactive; u = inconclusive; x = no result given. Unless noted, the call rests on the fitted dose curve; in most records, active means well fitted curve in the direction sought with a large enough effect; inconclusive means small, poorly fitted or top-dose-only effect, or another doubt; inactive means no such curve, though single readings can be large; an effect the other way counts as inactive or inconclusive. Compounds as they come. Share with any hit: about 8.9%.
SMILES,ATXN2 expr inh,HT1080-NT tox,ATXN viability,HT1080 IDH1KD tx,MCF10A rereplic,SW480 rereplic,HepG2 tox,IL-1B inflam inh,KB-3-1 cytotox
COc1ccc(Br)cc1C1CC(=O)C(C)C(c2cc(Br)ccc2OC)N1 (configuration not stated),7.6%,-2.2%,i,-3.1%,16.9%,6.4%,-27.8%,13.2,4.1%
Cc1oc(-c2cc3c(cc2Cl)OCO3)nc1CN1CCCC1c1ccc(F)cc1 (configuration not stated),-12.9%,-24.2%,i,-5.1%,u,6.1%,-14.0%,12.9,u
O=Cc1ccc(OC2OCCOC2Oc2ccc(C=O)cc2)cc1 (configuration not stated),-17.2%,0.0%,i,-3.7%,0.4%,-2.9%,25.8%,-13.3,-3.7%
N#CC1=C(N)Oc2ccccc2C12C(=O)Nc1n[nH]c(-c3ccccc3)c12 (configuration not stated),6.3%,2.6%,i,9.2%,-2.2%,12.4%,7.0%,3.7,2.3%
CC1CCN(c2nc3ccccc3nc2SCC(=O)Nc2ccccc2C(C)C)CC1,14.5%,x,i,x,x,x,-43.9%,x,-9.9%
Cc1ccccc1C(=O)OCc1cc(=O)n2c(C)csc2n1,22.5%,x,i,x,x,x,-13.9%,x,-3.0%
CC(=O)Nc1ccc(S(=O)(=O)NCCC(=O)NCC2COc3ccccc3O2)cc1 (configuration not stated),2.2%,-2.1%,i,12.2%,-3.9%,-5.3%,0.2%,0.0,0.7%
COc1cc(/C=N/n2c(-c3ccccc3)n[nH]c2=S)ccc1O,x,4.6%,i,2.3%,-1.3%,-13.9%,-13.8%,80.7,1.5%
COc1cc(NC(=O)c2onc(C)c2Cl)cc(OC)c1OC,-6.7%,13.1%,i,10.3%,3.4%,-32.7%,6.0%,0.0,0.0%
COc1ccc(OC)c(NC(=O)Cn2cc(S(=O)(=O)c3ccccc3)c(=O)c3cc(C)ccc32)c1,10.9%,x,i,x,x,x,-2.1%,x,-13.6%

# Other entries follow:
SMILES,ATXN2 expr inh,HT1080-NT tox,ATXN viability,HT1080 IDH1KD tx,MCF10A rereplic,SW480 rereplic,HepG2 tox,IL-1B inflam inh,KB-3-1 cytotox
COC(=O)CSc1nc(C)c2c(n1)CCCC2,x,12.1%,i,0.4%,-0.6%,-3.6%,-5.9%,5.0,0.0%
CCc1ccccc1NC(=O)CSc1ncc2c(n1)-c1cc(Cl)ccc1N(Cc1ccccc1)S2(=O)=O,2.1%,x,i,x,x,x,-6.1%,x,1.8%
Cc1ccc(C)n1-c1ccc(C#N)cn1,-8.9%,2.6%,i,17.5%,-1.4%,-1.5%,-33.6%,-12.0,1.4%
CCC1=C(c2ccc(C)cc2)S(=O)(=O)N=C1N1CCC(C(=O)N2CCCCC2)CC1,6.0%,x,i,x,x,x,10.2%,x,1.2%
CCCCCCN1C[C@H](n2cc(-c3ccc(F)cc3)nn2)[C@@H](O)C[C@@H]1c1ccc(C)cc1,u,-6.4%,x,1.4%,x,x,11.2µM*,15.4,u
CC(=O)N1CCC(=NNc2nc3ccccc3s2)CC1,16.1%,-3.1%,i,-11.6%,u,-8.7%,0.1%,6.9,20.9%
O=C1CSC(=S)N1/N=C/c1ccc(O)c(O)c1O,-21.8%,-16.3%,i,-22.1%,0.8%,u,-1.6%,4.3,-13.3%
CCN(CC)C(=O)C(c1ccccc1)S(=O)(=O)N1CCOCC1 (configuration not stated),x,-0.4%,i,u,x,x,-1.4%,0.0,-0.1%
COc1cccc(NC(=O)C2(C)CCN2Cc2ccc3ccccc3c2)c1 (configuration not stated),-2.8%,u,i,u,x,x,-10.9%,5.6,-8.9%
Cc1ccc(NC(=O)CS(=O)CC(=O)NCCCc2ccccc2)cc1Cl (configuration not stated),-7.9%,u,i,u,u,7.31µM*,-29.2%,u,-11.6%

# An excerpt from above, showing only IL-1B inflam inh, KB-3-1 cytotox and ATXN viability.
structure	IL-1B inflam inh	KB-3-1 cytotox	ATXN viability
Cc1ccc(C)n1-c1ccc(C#N)cn1	-12.0	1.4%	i
CCC1=C(c2ccc(C)cc2)S(=O)(=O)N=C1N1CCC(C(=O)N2CCCCC2)CC1	x	1.2%	i

# Other structures:
SMILES,ATXN2 expr inh,HT1080-NT tox,ATXN viability,HT1080 IDH1KD tx,MCF10A rereplic,SW480 rereplic,HepG2 tox,IL-1B inflam inh,KB-3-1 cytotox
Cc1ccc(-n2[nH]c(C)c(/C=N/n3c(C)nc4ccccc4c3=O)c2=O)cc1,-22.9%,17.8µM*,i,11.2µM*,4.61µM*,u,6.31µM*,36.6,-10.4%
O=C(Nc1ccc2c(c1)[C@@H]1C[C@@H](CC(=O)N3CCCCC3)O[C@@H](CO)[C@@H]1O2)NC1CCCCC1,1.8%,-11.0%,i,-5.4%,x,x,-1.0%,7.9,-2.6%
NS(=O)(=O)c1ccc(NC(=O)COc2ncnc3sccc23)cc1,-3.6%,14.6%,i,8.4%,-2.7%,-1.1%,-1.3%,10.9,3.0%
Cc1ccc(C(C(=O)NCC2CCCO2)N(C(=O)c2snc(C(N)=O)c2N)c2ccc(F)cc2)o1 (configuration not stated),-5.7%,5.4%,i,1.0%,5.5%,6.6%,5.9%,-1.7,7.9%
CC/C(C)=N/Nc1ccc(S(=O)(=O)N2CCCC2)cc1[N+](=O)[O-],-0.1%,2.8%,i,5.0%,5.9%,-2.1%,-18.6%,-13.6,0.5%
CCCCNC(=O)Oc1ccc(C(=O)N2c3ccccc3NC(=O)C2C)cc1 (configuration not stated),x,19.5%,i,7.9%,0.2%,-34.0%,-1.1%,-8.9,1.5%
O=C(NCC(O)c1ccccc1)c1ccccc1 (configuration not stated),-6.2%,-1.2%,i,5.5%,-1.1%,-9.7%,-1.5%,-2.3,10.8%
O=C1CCC(C(=O)N2CCCCO2)CN1Cc1ccc(Cl)cc1 (configuration not stated),0.8%,-4.5%,i,-3.7%,-0.1%,-8.1%,8.0%,0.0,-1.5%
O=C(NCCN1CCCc2ccccc21)C1CCC(=O)N(CCc2ccccc2)C1 (configuration not stated),5.0%,5.9%,i,6.1%,-15.7%,-4.3%,-18.2%,0.0,17.9%
O=c1c2cc(F)ccc2sn1-c1ccccc1,u,u,12.6µM*,u,u,u,-94.3%,-2.1,u

# Next part
SMILES,ATXN2 expr inh,HT1080-NT tox,ATXN viability,HT1080 IDH1KD tx,MCF10A rereplic,SW480 rereplic,HepG2 tox,IL-1B inflam inh,KB-3-1 cytotox
Cc1c(C#N)sc(C(N)=O)c1C,1.8%,-0.2%,i,10.4%,0.3%,-2.7%,10.2%,3.6,7.3%
CSc1ccccc1OCc1cc(C(=O)NCC(C)(C)N2CCOCC2)no1,-9.2%,-16.7%,i,0.0%,18.7%,11.6%,-19.4%,-19.9,-11.9%
OC(CC#CCN1CCOCC1)(c1ccccc1)c1ccccc1,x,5.3%,i,6.1%,-2.7%,-8.7%,-16.5%,-3.7,0.2%
O=C(C[C@@H]1C=C[C@@H](NC(=O)c2cccnc2)[C@@H](CO)O1)NCc1ccncn1,x,16.0%,x,18.2%,x,x,x,-2.2,23.3%
C=CCN(CC=C)CC(=O)Nc1cccc(Oc2cnccn2)c1,-7.2%,4.4%,i,12.0%,0.0%,2.7%,2.4%,-13.3,0.6%
O=C(COc1ccc(Br)cc1)N1CCC(c2ccccc2)C1 (configuration not stated),31.3%,-4.1%,i,-1.9%,0.1%,-2.4%,-12.6%,-12.6,1.9%
C[n+]1ccc(C(=O)Nc2ccccc2Cl)cc1,x,5.3%,i,8.6%,-3.2%,-7.8%,7.4%,-1.5,2.6%
Cc1ccc(OCC(=O)Nc2ccccc2C(N)=O)cc1,17.7%,22.2%,i,11.8%,8.5%,-1.8%,-19.5%,-14.6,-4.4%
CCOC(=O)c1nc(Nc2ccc(C(=O)OCC(C)C)cc2)c2ccccc2n1,-11.1%,x,i,x,x,x,-10.8%,x,1.4%
N#Cc1ccc(Oc2ccc(NC(=O)C3CC=CCC3C(=O)O)cc2)cc1 (configuration not stated),x,1.1%,u,-8.6%,2.9%,8.1%,-3.4%,6.7,-8.2%

# Next part.
SMILES,ATXN2 expr inh,HT1080-NT tox,ATXN viability,HT1080 IDH1KD tx,MCF10A rereplic,SW480 rereplic,HepG2 tox,IL-1B inflam inh,KB-3-1 cytotox
COc1nc(Nc2ccc(C(C)C)cc2)nc(OC)n1,0.0%,-4.7%,i,-19.1%,-2.8%,0.4%,-17.2%,19.8,1.2%
CCC(C(=O)OC)n1cnc2c(nnn2-c2ccc(OC)cc2)c1=O (configuration not stated),7.9%,7.1%,i,10.6%,1.8%,1.8%,-31.3%,13.3,2.6%
O=C(NCc1ccccc1)c1ccccc1OCC(=O)N1CCCCC1,4.2%,21.5%,i,1.6%,0.3%,-3.1%,-22.8%,0.0,10.3%
O=C1Nc2ccccc2N=C(c2ccccc2)C1N1CCOCC1 (configuration not stated),-5.8%,-0.8%,i,-3.5%,-0.8%,0.4%,6.6%,-17.9,-1.5%
Cc1noc(NS(=O)(=O)c2ccc(NC(=O)CSc3nc4c(cc3C#N)CCC4)cc2)c1C,-0.2%,9.8%,i,2.0%,u,0.1%,11.5%,-6.7,-6.4%
CN1C(=O)CC(P(=O)(c2ccccc2)c2ccccc2)N(C)C1=O (configuration not stated),28.1%,-0.2%,i,-6.6%,0.5%,-1.5%,0.2%,11.1,-4.4%
O=C(Nc1nc2ccccc2n1CCOc1ccc(Cl)cc1)c1ccco1,u,-15.6%,u,-19.2%,6.1%,u,-42.5%,74.8,u
Cc1ccc(C(=O)NC2CCN(CCCC(=O)c3ccc(F)cc3)CC2)cc1,-13.2%,-16.4%,i,-12.3%,-3.3%,1.1%,-4.2%,-21.3,-6.7%
COc1ccc2ccccc2c1C1NC(=O)c2ccccc2N1 (configuration not stated),-33.9%,5.17µM*,u,u,5.17µM*,8.2µM*,-27.2%,12.1,2.31µM*
COc1ccc(-c2cccc([C@H]3[C@@H]4C=CCC[C@@]4(C)C(=O)N3Cc3ccccc3)c2)cc1,u,u,i,u,u,-5.1%,-15.9%,-15.8,u
